# Compound activity (PubChem)
# Cycloheximide cs = affects cycloheximide protein synthesis inhibition readout, counter-screen; 300,000 compounds, 12% hits; cell reporter, cycloheximide protein synthesis inhibition counterscreen; max response, %; AID 2314; in the data active means max response mostly above about 13%, no sharp cut-off; inactive means mostly below about 14%; further: read at 38.3 µM for the half of the compounds with a filed dose; 0% is about no effect
# Shiga inhibitor = inhibitors of Shiga toxin in Vero cells | Vero cells, Shiga toxin protein synthesis inhibition reporter | inhibition, % at 38.7 µM | AID 2315 | 290,000 compounds, 9.2% hits; in the data active means inhibition mostly above about 28%, no sharp cut-off; inactive means mostly below about 43%; further: 0% is about no effect
# Pf growth 48h = P. falciparum growth inhibition at 48 hours (one generation) | P. falciparum luciferase growth in erythrocytes, 48 h | Potency, µM (highest dose often 28.7 µM), for the others: at the top dose activity change, negative = inhibition, actives largely listed as inhibitors | 310,000 compounds, 5.9% hits | AID 504832; further: potency means the concentration at half of the fitted maximal effect; on the % scale 0 is the no-effect control and ±100 the full control effect
#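 Luciferase-expressing parasites in RBCs, 2% Hct / 0.1% parasitemia final; RPMI 1640 + 0.5% Albumax; 37 C, 5% CO2, one generation; luminescence read-out, lower signal = inhibition.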
# Pf growth 96h = inhibits malaria parasite growth, 96 h; P. falciparum luciferase reporter growth, 96 h; Potency, µM (top dose mostly 28.7 µM), for inactives: at the highest dose activity change, negative = inhibition, usual class: inhibitors; 320,000 compounds, 6.9% hits; further: potency means the concentration at half of the fitted maximal effect; on the % scale 0 is the no-effect control and ±100 the full control effect
#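 Delayed-death screen, second-generation endpoint: infected erythrocytes, 2% hematocrit, 0.05% parasitemia final; 96 hours at 37 C, 5% CO2; luciferase detection reagent; luminescence decrease equals reduced growth.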
# Tb PYK inh = inhibitors of Trypanosoma brucei pyruvate kinase | TbPYK enzyme, Kinase-Glo Plus ATP luminescence, 45 min | Potency, µM (doses to about 76.8 µM), without a hit: at the highest dose activity, negative = inhibition, most hits filed as inhibitors | 410,000 compounds, 0.12% hits | Q57TT1; further: potency means the concentration at half of the fitted maximal effect; on the % scale 0 is the no-effect control and ±100 the full control effect; nearly all actives have a fitted effect of over 50% in size
#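 Screened from lowest to highest concentration, compounds were pinned into TbPYK/substrate mixtures, and ADP (130 uM final) was added. Plates sat at room temperature for 45 min prior to Kinase-Glo Plus detection by luminescence.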
# AMA1 RON2 block = inhibitors of Plasmodium falciparum AMA1-RON2 interaction; Potency, µM (series often up to 58.2 µM), inactives show at the highest dose activity change, negative = inhibition, actives largely listed as inhibitors; 360,000 compounds, 0.2% hits; AID 720542; AlphaScreen AMA1-biotinylated RON2 peptide binding;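 further: potency means the concentration at half of the fitted maximal effect; 0% = vehicle wells and -100% = peptide control; nearly all actives have a fitted effect of over 45% in size; some results filed as inactive show a strong effect at the top dose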
#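 AMA1 (3D7) with his tag at 25 nM final met compounds first, then biotinylated RON2 peptide at 25 nM; detection used donor plus acceptor beads, 10 µg/mL apiece, read by AlphaScreen after 30 min at room temperature.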
# LmPK inhibitor = blocks Leishmania mexicana pyruvate kinase activity; Q27686; purified LmPK, Kinase-Glo ATP luminescence, 1 h; Potency, µM (series often up to 57.5 µM), inactives show at the top dose activity change, negative = inhibition, most hits filed as inhibitors; 290,000 compounds, 0.37% hits; AID 1721; further: potency means the concentration at half of the fitted maximal effect; on the % scale 0 is the no-effect control and ±100 the full control effect
# Target sequence (Q27686 whole entry, looked up): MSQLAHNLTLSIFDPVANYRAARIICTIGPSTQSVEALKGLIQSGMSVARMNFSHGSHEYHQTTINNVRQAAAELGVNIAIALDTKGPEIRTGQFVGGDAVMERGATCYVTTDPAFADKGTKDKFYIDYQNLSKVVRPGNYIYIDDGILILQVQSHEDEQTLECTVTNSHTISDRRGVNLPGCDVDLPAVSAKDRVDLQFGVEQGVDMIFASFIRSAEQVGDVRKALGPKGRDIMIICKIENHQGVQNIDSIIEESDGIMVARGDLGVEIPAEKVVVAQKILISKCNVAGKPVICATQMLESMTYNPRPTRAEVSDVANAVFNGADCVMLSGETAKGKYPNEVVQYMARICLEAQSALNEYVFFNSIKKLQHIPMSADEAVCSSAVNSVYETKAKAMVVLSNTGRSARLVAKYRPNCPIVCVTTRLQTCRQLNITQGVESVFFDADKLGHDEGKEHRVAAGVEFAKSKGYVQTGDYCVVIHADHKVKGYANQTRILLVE
#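 Pyruvate kinase activity monitored as ATP production (luciferase luminescence). Conditions: 0.1 nM enzyme, 0.5 mM PEP, 0.1 mM ADP, 1 h, RT; normalized against uninhibited and no-enzyme wells.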
# The depositor's hits bear a star; ? = inconclusive; · = no result given; & = joins results of further samples; [ ] = remark or other dose. Unless noted, the call rests on the fitted dose curve; in most records, active means well fitted curve in the direction sought with a large enough effect; inconclusive means small, poorly fitted or top-dose-only effect, or another doubt; inactive means no such curve, though single readings can be large; an effect the other way counts as inactive or inconclusive.
SMILES,Cycloheximide cs,Shiga inhibitor,Pf growth 48h,Pf growth 96h,Tb PYK inh,AMA1 RON2 block,LmPK inhibitor
CCn1c2ccccc2c2cc(NC(=O)c3ccccc3-c3ccccc3C(=O)O)ccc21,-2.9,15.9,?,?,7.2%,-20.1%,1.4%
CCN(CC)S(=O)(=O)c1ccc2[nH]c(=O)cc(C(=O)NCC(c3ccco3)N3CCCC3)c2c1 (configuration not stated),·,·,?,1.7%,1.7%,0.5%,·
O=C1CC(Cc2ccccc2)C(=O)N1CCc1ccc2c(c1)OCO2 (configuration not stated),5.8,13.7,-5.6%,11.3%,2.9%,2.8%,1.0%
O=C(Cn1nnc(-c2cccs2)n1)OC1CCCCC1,18.1*,16.7,0.0%,?,3.1%,16.9%,0.7%
Cc1cc(/C=C2/C(=O)NC(=O)N(Cc3ccco3)C2=O)c(C)n1-c1ccccc1,11.1,40.0,14.4%,13.8%,9.2%,?,-0.5%
CCn1c(SCC(=O)O)nnc1-c1ccccc1OC,48.9*,102.6*,49.6%[activator],11.1%,2.1%,4.6%,7.1%
C[C@H](CCC(=O)O)[C@H]1CC[C@H]2[C@@H]3CC[C@@H]4C[C@H](O)CC[C@]4(C)[C@H]3C[C@H](O)[C@]12C,·,·,-6.6%,-7.1%,1.5%&1.6%&-3.7%&9.6%,-5.1%&4.3%&4.1%,·
CC(C)c1ccc(S(=O)(=O)N2CCN(C(=O)CN3C(=O)NC(C)(c4ccccc4)C3=O)CC2)cc1 (configuration not stated),·,·,?,?,-3.4%,0.0%,·
CC1(OC(=O)CCc2ccccc2)C(=O)C=C2C=C(c3ccc(C#N)cc3)N(c3ccccc3)C=C2C1=O (configuration not stated),-8.6,-3.3,?,-12.6%,0.4%,-7.8%,-3.8%[11.5 µM]
CN(C)c1ccc(/C=C/c2ccc3ccccc3[n+]2C)cc1,19.0*,22.5,0.828µM*,?,?,?,14.1µM*
O=C(NNC(=O)c1ccc(SCC2CCCO2)c([N+](=O)[O-])c1)c1ccc(F)cc1 (configuration not stated),1.8,-10.5,43.5%[activator],-6.9%,-4.4%,23.2%,1.7%
CCOc1cc(-c2ccc(N)c(OCC)c2)ccc1N,-1.0,3.6,-8.7%,?,?,-24.4%,2.7%
COc1ccc(-n2nc(C(=O)NCC(=O)N3CCCCCC3)c3ccccc3c2=O)cc1OC,24.3*,14.7,-28.6%,2.94µM*,-8.9%,12.3%,1.0%
CCOc1cc(C(=O)OC(C)C(=O)Nc2ccc(S(N)(=O)=O)cc2)ccc1OCC(=O)N1CCOCC1 (configuration not stated),·,·,-7.3%,2.9%,7.6%,15.1%,·
COc1ccccc1N(CC(=O)NCC1CCCO1)C(=O)CNS(=O)(=O)c1ccc(Cl)cc1 (configuration not stated),-2.0,-4.3,?,-10.4%,3.1%,-1.7%,0.4%
Cc1ccc(-c2noc(CCC(=O)Nc3ccc4c(c3)OCO4)n2)cc1,1.6,18.6,23.0%,2.33µM*,-3.6%,-7.1%,0.6%
O=C(Nc1ccncc1)c1ccc(Cl)c(S(=O)(=O)N2CCc3ccccc32)c1,·,·,3.29µM*,3.7µM*,3.9%,-11.5%,·
O=C(NC1CCCCC1)c1cccnc1Sc1ccccc1,-6.9,-4.8,17.0%,27.6%,-9.7%,-0.8%,7.2%
O=C(CN1C(=O)c2ccccc2S1(=O)=O)Nc1ccc(S(=O)(=O)N2CCCCC2)cc1,10.1,-13.3,24.0%,?,-17.4%,-8.2%,-2.0%
COc1ccc(C2=NS(=O)(=O)N(C)C(C(=O)Nc3ccc(C)cc3)=C2)cc1,2.6,8.1,?,47.6%[activator],1.6%,-12.6%,-0.8%
Cc1cc(=O)n2nc(N3CCCC3C(=O)Nc3ccc(C(C)C)cc3)sc2n1 (configuration not stated),-0.7,-1.8,-9.3%,-22.4%,9.8%,69.5%[activator],-1.4%
O=C1NC(=O)[C@]2(Cc3ccccc3N3CCN(c4ccccc4)CC32)C(=O)N1Cc1ccccc1 (some centres not stated),30.1*,54.3*,?,9.28µM*,-1.8%,-20.0%,0.3%
CCOc1ccccc1NC(=O)CN1c2cccc3cccc(c23)S1(=O)=O,·,·,?,?,5.8%,24.2%,·
COc1ccc(NC(=O)c2oc3ccccc3c2NC(=O)C2CC2)c(OC)c1,-1.2,25.3,0.0%,-14.8%,-2.4%,4.47µM*,7.3%
COc1cc(OC)c(OC)cc1C#N,-1.7,13.9,6.0%,-1.3%,0.1%,6.7%,-2.1%
Cc1ccccc1CC1(CO)CCCN(C(=O)c2ccc3ncccc3c2)C1 (configuration not stated),7.6,-11.8,-20.1%,?,-12.6%,2.2%,2.1%
O=C(CCc1nnc(CCCCc2ccccc2)o1)NC(c1cccnc1)C(F)(F)F (configuration not stated),-3.4,-12.1,?,-35.7%,-5.0%,1.3%,0.2%
CCOC(=O)c1c(NC(=O)CSc2nc3ccc(C)cc3[nH]2)sc2c1CC(C)(C)NC2(C)C,·,·,4.65µM*,4.65µM*,-4.9%,-5.6%,·
O=C(N/N=C/c1cccs1)c1ccc(NC(=O)c2ccccc2Cl)cc1,5.0,-5.7,-17.5%,-8.7%,-5.2%,3.5%,-0.4%
O=C(COC(=O)C1CC1)NCCNC(=O)COC(=O)C1CC1,·,·,11.4%,25.2%,0.2%,11.2%,·

# By substructure, the compounds so far containing fluorine.
SMILES,Cycloheximide cs,Shiga inhibitor,Pf growth 48h,Pf growth 96h,Tb PYK inh,AMA1 RON2 block,LmPK inhibitor
O=C(NNC(=O)c1ccc(SCC2CCCO2)c([N+](=O)[O-])c1)c1ccc(F)cc1 (configuration not stated),1.8,-10.5,43.5%[activator],-6.9%,-4.4%,23.2%,1.7%
O=C(CCc1nnc(CCCCc2ccccc2)o1)NC(c1cccnc1)C(F)(F)F (configuration not stated),-3.4,-12.1,?,-35.7%,-5.0%,1.3%,0.2%

# (more compounds)
SMILES,Cycloheximide cs,Shiga inhibitor,Pf growth 48h,Pf growth 96h,Tb PYK inh,AMA1 RON2 block,LmPK inhibitor
COC(=O)C(O)(NC(=O)c1ccncc1)C(F)(F)F (configuration not stated),-3.8,-8.2,-2.9%,48.1%[activator],4.1%,53.8%[activator],4.2%
CCOC(=O)C(=O)Nc1ccc(OC)c(Cl)c1,-5.4,-7.1,-7.4%,?,1.4%,-17.3%,-2.8%
CCCCc1nc(NCC2CCCO2)c(C#N)c2c1COC(C)(C)C2 (configuration not stated),4.9,-2.4,?,?,3.3%,-2.6%,-3.8%
CCc1nnc(NC(=O)CN2CCN(C3CCCCC3)CC2)s1,1.9,-8.1,·,·,-2.0%,-3.5%,-1.4%
CNC(=S)NC1(C)CCS(=O)(=O)C1 (configuration not stated),-1.7,-14.6,7.1%,17.0%,4.0%,-23.8%,-0.2%
CCC(=O)Nc1cccc(NC(=O)c2cccnc2)c1,10.6,21.7,59.5%[activator],13.1µM*,-2.8%,-11.2%,-6.2%
Cn1c(CNC(=O)Nc2cccc(Cl)c2)nnc1SCc1ccccc1,-2.3,-21.1,?,13.1µM*,-4.6%,12.5%,1.4%
CS(=O)c1ccccc1COC(=O)Nc1ccc(Cl)cc1 (configuration not stated),15.8*,35.8,-4.8%,?,-6.0%,0.8%,6.0%
COc1cc2[nH]c(=O)n(-c3cccc(Cl)c3)c(=O)c2cc1OC,-0.9,-5.2,-1.7%,21.4%,-3.3%,2.2%,-3.3%
O=C(Nc1ccc(Oc2ccccc2)nc1)C1CCN(Cc2ccccc2)CC1,1.3,-16.2,-16.3%,-27.5%,34.7%[activator],5.2%,0.7%
CCOC(CCNC(=O)CCC(=O)Nc1ccc2nc(N3CCN(C)CC3)cc(C)c2c1)OCC,11.4,-7.8,-14.2%,?,-0.5%,11.3%,-0.1%
CC(=O)Nc1ccc(Sc2ncccc2C(=O)Nc2ccc(F)cc2)cn1,-2.4,-11.7,13.1µM*,6.57µM*,-7.8%,-12.0%,-3.2%
COc1ccc(S(=O)(=O)N2CCc3ccccc32)cc1C(=O)NCc1ccco1,·,·,13.1µM*,?,-2.6%,-9.7%,·
COc1cc(NC(=O)C2CC(c3cccc(Br)c3)=NO2)cc(OC)c1OC (configuration not stated),2.8,4.2,?,3.6%,-19.4%,-13.0%,-1.4%
COC(=O)N1N=C(c2ccccc2)CC1(O)C(F)(F)F (configuration not stated),38.6*,105.6*,77.2%[activator],63.4%[activator],-6.1%,-3.0%,-21.7%
COc1cc2c(cc1OC)-c1cc(Nc3ccccc3)nc(=O)n1CC2,-3.6,0.9,?,?,-5.5%,-24.6%,0.5%
CCOC(=O)c1cnc(-c2ccc(C(F)(F)F)cn2)[nH]c1=O,2.7,-3.0,0.0%,-26.1%,-7.4%,10.4%,0.9%
NC(=O)CN1C(=O)C(O)(CC(=O)/C=C\C=C\c2ccccc2)c2ccccc21 (configuration not stated),4.6,11.1,26.8%,-13.4%,0.2%,4.3%,3.1%
CCc1ccccc1NC(=O)Cn1nc(C)n2cccc2c1=O,-0.4,25.7,-2.2%,?,3.5%,1.9%,3.2%
COc1cccc(C(=O)Nc2c(C(N)=O)oc3ccccc23)c1,1.1,3.1,4.6%,1.9%,-2.3%,0.7%,3.7%
C=CCC1=C/C(=C\c2c(N)n3nc(CC(=O)N4CCOCC4)sc3nc2=O)C=C(OC)C1=O,0.4,-1.4,?,-14.7%,-10.1%,82.0%[activator],18.7%
Cc1ccccc1OCCn1cc(C(=O)C(=O)N2CCOCC2)c2ccccc21,-1.8,-18.9,?,-0.6%,-9.4%,9.6%,-1.6%

# Structural class: the compounds so far with a Cl atom (7)
SMILES,Cycloheximide cs,Shiga inhibitor,Pf growth 48h,Pf growth 96h,Tb PYK inh,AMA1 RON2 block,LmPK inhibitor
COc1ccccc1N(CC(=O)NCC1CCCO1)C(=O)CNS(=O)(=O)c1ccc(Cl)cc1 (configuration not stated),-2.0,-4.3,?,-10.4%,3.1%,-1.7%,0.4%
O=C(Nc1ccncc1)c1ccc(Cl)c(S(=O)(=O)N2CCc3ccccc32)c1,·,·,3.29µM*,3.7µM*,3.9%,-11.5%,·
O=C(N/N=C/c1cccs1)c1ccc(NC(=O)c2ccccc2Cl)cc1,5.0,-5.7,-17.5%,-8.7%,-5.2%,3.5%,-0.4%
CCOC(=O)C(=O)Nc1ccc(OC)c(Cl)c1,-5.4,-7.1,-7.4%,?,1.4%,-17.3%,-2.8%
Cn1c(CNC(=O)Nc2cccc(Cl)c2)nnc1SCc1ccccc1,-2.3,-21.1,?,13.1µM*,-4.6%,12.5%,1.4%
CS(=O)c1ccccc1COC(=O)Nc1ccc(Cl)cc1 (configuration not stated),15.8*,35.8,-4.8%,?,-6.0%,0.8%,6.0%
COc1cc2[nH]c(=O)n(-c3cccc(Cl)c3)c(=O)c2cc1OC,-0.9,-5.2,-1.7%,21.4%,-3.3%,2.2%,-3.3%
